Assay outcomes as filed in PubChem BioAssay.
EWS-Fli block: EWS/Fli-driven NR0B1 reporter inhibitors, primary screen, A673 cells, NR0B1 luciferase, luminescence, MLPCN library. viability-normalised. inhibition, % at 12.6 µM. 350,000 tested, 0.67% active;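 active means mean inhibition of at least 50% after viability correction, with every replicate also passing that limit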;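 further: firefly luciferase signal divided by Alamar Blue viability fluorescence both relative to DMSO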
LGR2 antag: inhibitors of bursicon-induced LGR2 CRE-luciferase signal, primary screen, cell-based, HEK293, CRE-luciferase reporter, bursicon stimulation; inhibition, % at 9.99 µM; bursicon-stimulated, 4 h; 380,000 tested, 0.35% active; Drosophila bursicon receptor LGR2 (rickets);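 active means drop in luminescence signal, shown as inhibition above about 50% in the replicate tests, limit read from the data, passing the limit was not always enough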;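 further: agonist challenge used bursicon conditioned medium at about half maximal strength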
Casp6 inh: human caspase-6 inhibitors, primary screen, biochemical, VEID-R110 fluorescence, single point, set 2. 350,000 tested, 0.53% active. P55212. inhibition, % at 12.5 µM. purified caspase-6, Z-VEID-R110 cleavage fluorescence;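 active means mean inhibition across replicates at least about 35%, with every replicate also reaching that limit, limit read from the data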;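 further: 0% = median of neutral control wells and 100% = no fluorescence left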
Target sequence (P55212 24-179 limits assumed): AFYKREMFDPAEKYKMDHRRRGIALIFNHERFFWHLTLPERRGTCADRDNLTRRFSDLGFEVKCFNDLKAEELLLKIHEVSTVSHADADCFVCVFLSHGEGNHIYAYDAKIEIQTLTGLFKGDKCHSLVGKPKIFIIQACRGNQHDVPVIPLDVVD
Target sequence (P55212 194-293 limits assumed): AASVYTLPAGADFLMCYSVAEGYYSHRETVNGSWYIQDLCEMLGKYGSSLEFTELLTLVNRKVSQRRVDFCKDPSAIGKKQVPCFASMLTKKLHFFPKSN
PGC1a acetyl inh: inhibitors of PGC1a acetylation signal, primary screen, cell-based, U2OS, AlphaScreen, inhibitor mode. AlphaScreen anti-acetyl-lysine; with virally co-expressed GCN5 acetyltransferase. inhibition, % at 15.6 µM. 350,000 tested, 0.17% active;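 active means every replicate shows inhibition of at least 40%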;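 further: 0% = neutral control wells and 100% = positive control wells; some results beyond the cut were filed as inactive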
* = called active by the depositor; . = no result given. An excerpt. The share of hits here may be higher or lower than overall.

nr	Molecule	EWS-Fli block	LGR2 antag
1	CCCNC(=O)N1CC2(CCN(S(=O)(=O)c3ccc(OC)cc3)CC2)c2c(n(C)c3cc(OC)ccc23)[C@@H]1CO	2.4	6.5
2	COc1cc2c(c3c1c(=O)c1ccccc1n3C)C=CC(C)(C)O2	5.5	-52.4
3	CCc1ccc(CNc2ccc3c(c2)ncn3C)cc1	-55.1	-74.2
4	Cn1c(COc2ccccc2)nnc1SCC(=O)NCc1ccccc1	4.0	14.4
5	Cc1ccc(S(=O)(=O)N(Cc2ccccc2)c2ccccc2C(=O)NCc2ccco2)cc1	8.7	12.0
6	CCCC(=O)N1CC2(C1)CN(C(=O)CN1CCOCC1)[C@@H](CO)c1c2c2ccc(OC)cc2n1C	-4.0	1.3
7	COc1ccc2c3c([nH]c2c1)[C@H](CO)N(C(=O)C1CC1)CC31CCN(C)CC1	10.0	4.9
8	CC(c1ccco1)N(C(=O)c1ccc(Cl)s1)c1ccccn1 (stereo not drawn)	-2.2	-61.8
9	Cc1cccc(C)c1[N+](=O)[O-]	-8.0	13.8
10	Cc1nc2ccccc2n1C1CC(=O)N(N(C)C)C1=O (stereo not drawn)	2.7	-14.8
11	CC1CCCCN1S(=O)(=O)c1ccc(S(=O)(=O)NCCc2ccncc2)cc1 (stereo not drawn)	16.5	-1.3
12	Cc1ccccc1S(=O)(=O)N1CC(=O)N2[C@@H](CO)[C@@H](c3ccc(C#Cc4ccccc4)cc3)[C@@H]2C1	.	-9.9
13	O=C1CN(S(=O)(=O)Cc2ccccc2)C[C@@H]2[C@H](c3ccc(C#Cc4cccnc4)cc3)[C@@H](CO)N12	.	25.1
14	O=C(c1ccccn1)N1CC(=O)N2[C@H](CO)[C@H](c3ccc(C#CCc4ccccc4)cc3)[C@H]2C1	.	15.0
15	O=C1CN(S(=O)(=O)Cc2ccccc2)C[C@@H]2[C@@H](c3ccc(C#Cc4cccc(F)c4)cc3)[C@H](CO)N12	.	14.3

nr	Casp6 inh	PGC1a acetyl inh
1	0.1	.
2	2.1	.
3	-3.4	.
4	-2.9	.
5	-0.7	.
6	4.5	.
7	2.0	.
8	1.4	.
9	-1.1	.
10	9.1	.
11	-3.3	.
12	-1.1	-2.0
13	-2.8	20.5
14	0.4	-8.6
15	-0.4	-15.4

3 compounds drawn at random from the list so far:
nr	Molecule	EWS-Fli block	LGR2 antag
13	O=C1CN(S(=O)(=O)Cc2ccccc2)C[C@@H]2[C@H](c3ccc(C#Cc4cccnc4)cc3)[C@@H](CO)N12	.	25.1
3	CCc1ccc(CNc2ccc3c(c2)ncn3C)cc1	-55.1	-74.2
10	Cc1nc2ccccc2n1C1CC(=O)N(N(C)C)C1=O (stereo not drawn)	2.7	-14.8

nr	Casp6 inh	PGC1a acetyl inh
13	-2.8	20.5
3	-3.4	.
10	9.1	.

One compound at a time, as listed above. Order of values: EWS-Fli block	LGR2 antag	Casp6 inh	PGC1a acetyl inh
Shown for `O=C1CN(S(=O)(=O)Cc2ccccc2)C[C@@H]2[C@H](c3ccc(C#Cc4cccnc4)cc3)[C@@H](CO)N12` = .	25.1	-2.8	20.5
Shown for `Cc1ccccc1S(=O)(=O)N1CC(=O)N2[C@@H](CO)[C@@H](c3ccc(C#Cc4ccccc4)cc3)[C@@H]2C1` = .	-9.9	-1.1	-2.0
Shown for `Cc1ccc(S(=O)(=O)N(Cc2ccccc2)c2ccccc2C(=O)NCc2ccco2)cc1` = 8.7	12.0	-0.7	.

Remaining list, next part:
nr	Molecule	EWS-Fli block	LGR2 antag
16	CC(C)C#Cc1ccc([C@H]2[C@H](CO)N3C(=O)CN(C(=O)c4ccccn4)C[C@@H]23)cc1	.	2.1
17	O=C(c1ccc(F)cc1)N1CC(=O)N2[C@H](C1)[C@H](c1ccc(-c3ccccc3F)cc1)[C@@H]2CO	.	0.7
18	O=C(Nc1cccc(F)c1)N1CC(=O)N2[C@@H](CO)[C@@H](c3ccc(-c4ccccc4F)cc3)[C@@H]2C1	.	-0.5
19	COc1cccc(C#Cc2ccc([C@H]3[C@@H](CO)N4C(=O)CN(C(C)=O)C[C@H]34)cc2)c1	.	24.8
20	O=C(C1CCCCC1)N1CC(=O)N2[C@H](C1)[C@@H](c1ccc(C#Cc3cccc(F)c3)cc1)[C@@H]2CO	.	14.5
21	COc1ccc(NC(=O)N2CC(=O)N3[C@@H](CO)[C@@H](c4ccc(C#CCC5CCCC5)cc4)[C@@H]3C2)cc1	.	11.9
22	COc1ccc(C#Cc2ccc([C@H]3[C@@H](CO)N4C(=O)CN(C(=O)c5ccccc5)C[C@H]34)cc2)cc1	.	-2.8
23	O=C1CN(S(=O)(=O)c2cccc(F)c2)C[C@H]2[C@H](c3ccc(-c4ccc(F)cc4)cc3)[C@H](CO)N12	.	0.2
24	CCCC#Cc1ccc([C@@H]2[C@H]3CN(C(=O)c4ccccc4)CC(=O)N3[C@H]2CO)cc1	.	14.9
25	CCC(=O)N1CC(=O)N2[C@H](C1)[C@H](c1ccc(C#CCc3ccccc3)cc1)[C@@H]2CO	.	-0.7
26	CC(=O)N1CC(=O)N2[C@@H](CO)[C@@H](c3ccc(C#Cc4cccnc4)cc3)[C@@H]2C1	.	1.1
27	O=C(C1CCOCC1)N1CC(=O)N2[C@@H](CO)[C@H](c3ccc(-c4ccccc4F)cc3)[C@@H]2C1	.	5.7
28	CC(C)C#Cc1ccc([C@@H]2[C@H]3CN(C(=O)c4ccccn4)CC(=O)N3[C@H]2CO)cc1	.	-9.3
29	O=C(c1ccc(F)cc1)N1CC(=O)N2[C@H](C1)[C@@H](c1ccc(C3=CCCC3)cc1)[C@@H]2CO	.	-3.9
30	C/C=C/c1ccc([C@H]2[C@H](CO)N3C(=O)CN(C(=O)c4cnccn4)C[C@@H]23)cc1	.	0.0

nr	Casp6 inh	PGC1a acetyl inh
16	1.6	1.5
17	3.6	-2.1
18	0.4	8.0
19	2.1	-11.1
20	0.2	-0.5
21	-3.1	-13.1
22	3.2	-5.9
23	1.9	9.5
24	3.9	-4.4
25	1.3	-7.4
26	-0.1	16.2
27	-1.1	3.0
28	2.7	7.0
29	1.4	-1.7
30	-0.7	2.7

More results:
nr	Molecule	EWS-Fli block	LGR2 antag
31	O=C(c1ccc(F)cc1)N1CC(=O)N2[C@H](CO)[C@@H](c3ccc(C4=CCCC4)cc3)[C@@H]2C1	.	13.3
32	CCc1ccc(NSc2ccccc2[N+](=O)[O-])cc1	.	-10.2
33	O=C1CN(S(=O)(=O)Cc2ccccc2)C[C@@H]2[C@@H](c3ccc(C#Cc4cccnc4)cc3)[C@H](CO)N12	.	-1.2
34	C/C=C/c1ccc([C@H]2[C@@H](CO)N(C(C)=O)[C@@H]2CN(CCC)C(=O)C2CC2)cc1	.	-2.5
35	O=C1CN(Cc2ccc(F)cc2)C[C@@H]2[C@@H](c3ccc(-c4cccnc4)cc3)[C@@H](CO)N12	.	-16.8
36	O=C(Cc1ccccc1)N1CC(=O)N2[C@H](C1)[C@H](c1ccc(C3=CCCC3)cc1)[C@@H]2CO	.	-11.5
37	CCC(=O)N1CC(=O)N2[C@H](CO)[C@@H](c3ccc(C#CCc4ccccc4)cc3)[C@@H]2C1	.	-19.1
38	COc1ccc(-c2ccc([C@H]3[C@H](CO)N4C(=O)CN(Cc5ccc(C)cc5)C[C@@H]34)cc2)cc1	.	9.1
39	COc1cccc(C#Cc2ccc([C@H]3[C@H](CO)N4C(=O)CN(C(C)=O)C[C@@H]34)cc2)c1	.	-3.5
40	CCC(=O)N1CC(=O)N2[C@@H](CO)[C@@H](c3ccc(C#CCc4ccccc4)cc3)[C@@H]2C1	.	2.1
41	O=C(c1ccccc1)N1CC(=O)N2[C@@H](CO)[C@@H](c3ccc(C#CCC4CCCC4)cc3)[C@@H]2C1	.	2.5
42	O=C(Nc1cc(F)ccc1F)N1CC(=O)N2[C@@H](CO)[C@@H](c3ccc(-c4cccnc4)cc3)[C@@H]2C1	.	-13.9
43	O=C(C1CCCCC1)N1CC(=O)N2[C@H](CO)[C@@H](c3ccc(C#Cc4cccc(F)c4)cc3)[C@@H]2C1	.	2.4
44	O=C(Cc1ccccc1)N1CC(=O)N2[C@H](C1)[C@@H](c1ccc(C3=CCCC3)cc1)[C@@H]2CO	.	0.4
45	O=C1CN(S(=O)(=O)Cc2ccccc2)C[C@@H]2[C@H](c3ccc(C#Cc4cccc(F)c4)cc3)[C@H](CO)N12	.	-1.5

nr	Casp6 inh	PGC1a acetyl inh
31	-0.8	-3.6
32	0.7	-1.7
33	-1.2	8.3
34	3.6	-0.9
35	1.4	3.3
36	0.8	4.8
37	-1.3	-13.5
38	-1.1	-16.7
39	1.4	-12.5
40	1.6	-2.5
41	-0.8	-5.5
42	-0.1	-3.7
43	-1.9	-4.8
44	2.3	6.1
45	-1.6	-9.5

(listing goes on)
nr	Molecule	EWS-Fli block	LGR2 antag
46	CCCC#Cc1ccc([C@@H]2[C@H]3CN(C(=O)Nc4ccc(F)cc4)CC(=O)N3[C@H]2CO)cc1	.	18.7
47	O=C(C1CCCCC1)N1CC(=O)N2[C@H](C1)[C@H](c1ccc(C#Cc3cccc(F)c3)cc1)[C@@H]2CO	.	15.3
48	C/C=C/c1ccc([C@@H]2[C@@H](CO)N3C(=O)CN(C(=O)c4cccc(F)c4)C[C@@H]23)cc1	.	1.1
49	CCCNC(=O)N1CC(=O)N2[C@H](CO)[C@H](c3ccc(C#Cc4ccc(F)cc4)cc3)[C@@H]2C1	.	-1.2
50	O=C(c1cccc(F)c1)N1CC(=O)N2[C@H](CO)[C@H](c3ccc(-c4cccnc4)cc3)[C@@H]2C1	.	-3.3
51	O=C(c1cccc(F)c1)N1CC(=O)N2[C@@H](CO)[C@H](c3ccc(-c4cccnc4)cc3)[C@@H]2C1	.	7.6
52	O=C(c1ccccn1)N1CC(=O)N2[C@H](CO)[C@@H](c3ccc(C#CCc4ccccc4)cc3)[C@H]2C1	.	-4.8
53	CN(C)C(=O)c1cccc(-c2ccc([C@@H]3[C@H]4CN(C(=O)CC5CC5)CC(=O)N4[C@H]3CO)cc2)c1	.	-7.6
54	COc1ccccc1NC(=O)N1CC(=O)N2[C@@H](CO)[C@@H](c3ccc(C#Cc4ccc(F)cc4)cc3)[C@@H]2C1	.	5.3
55	O=C(Nc1cc(F)ccc1F)N1CC(=O)N2[C@H](CO)[C@@H](c3ccc(-c4cccnc4)cc3)[C@@H]2C1	.	3.1
56	CCCC#Cc1ccc([C@@H]2[C@@H](CO)N3C(=O)CN(C(=O)Nc4ccc(F)cc4)C[C@@H]23)cc1	.	5.9
57	CC(C)C#Cc1ccc([C@H]2[C@@H](CO)N3C(=O)CN(C(=O)c4ccccn4)C[C@@H]23)cc1	.	-6.5
58	O=C(Cc1ccccc1)N1CC(=O)N2[C@H](C1)[C@@H](c1ccc(C#Cc3ccccc3)cc1)[C@@H]2CO	.	-0.8
59	O=C(c1ccc2c(c1)OCO2)N1CC(=O)N2[C@H](C1)[C@H](c1ccc(-c3ccccc3)cc1)[C@@H]2CO	.	2.9
60	CCS(=O)(=O)N1CC(=O)N2[C@H](CO)[C@H](c3ccc(-c4ccccc4)cc3)[C@@H]2C1	.	-2.6

nr	Casp6 inh	PGC1a acetyl inh
46	2.5	-8.3
47	-1.1	1.7
48	4.9	12.5
49	-1.4	-8.4
50	0.8	9.1
51	1.2	1.1
52	0.2	-4.3
53	-0.8	1.4
54	-0.7	1.5
55	-2.7	-3.5
56	0.9	1.8
57	2.5	2.9
58	-2.5	0.3
59	3.0	2.5
60	0.5	3.9

Other compounds.
nr	Molecule	EWS-Fli block	LGR2 antag
61	O=C(c1ccccc1)N1CC(=O)N2[C@H](CO)[C@@H](c3ccc(C#Cc4ccccc4)cc3)[C@@H]2C1	.	-2.3
62	CCC(=O)N1CC(=O)N2[C@@H](CO)[C@H](c3ccc(C#CCc4ccccc4)cc3)[C@@H]2C1	.	-20.4
63	C/C=C/c1ccc([C@H]2[C@@H](CO)N3C(=O)CN(C(=O)c4cccc(F)c4)C[C@@H]23)cc1	.	9.9
64	CS(=O)(=O)N1CC(=O)N2[C@H](C1)[C@H](c1ccc(C#Cc3cccc(F)c3)cc1)[C@@H]2CO	.	7.3

nr	Casp6 inh	PGC1a acetyl inh
61	1.1	-15.9
62	-3.9	-17.2
63	0.3	4.8
64	-1.2	3.3
